# IL2 activator – IL-2 activation; IL-2 activation reporter assay, cell-based qHTS; stimulated with anti-CD3/CD4/CD28 beads; in transgenic mouse T cells; activation, % (series mostly up to about 46 µM); 360,000 compounds, 0.065% hits; AID 652025; in the data active = activation above about 50%; inconclusive = mostly about 30% to 49%; also: 0% is about no effect
#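 Quantitative HTS in unstimulated transgenic mouse T cells, with memory T cells as non-tolerant control and PMA/ionomycin as tolerance-bypass control. Compound pretreatment lasted 60 minutes before 18 h bead stimulation; EGFP/DsRed fluorescence read.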
# aSyn yeast inh – inhibitors of alpha-synuclein toxicity in yeast; Yeast expressing alpha-synuclein, growth rescue, BacTiter-Glo, 24 h; Potency, µM (highest dose often 46.1 µM), for inactives: at the top dose growth rescue (activation), hits mostly activators; 370,000 compounds, 0.14% hits; AID 652106; also: potency is read from the fitted curve at half-maximal effect; % of control where 0% means no effect; nearly all actives have a fitted effect of over 65% in size
#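 Screening used galactose-induced yeast with toxic alpha-synuclein levels, exposed to compound for 24 hr at 30 deg C. Cell growth, read with BacTiter-Glo luminescence, gave the measured signal.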
# EPAC1 antagonist – antagonists of human EPAC1; EPAC1 GEF assay, Rap1b-BODIPY-GDP exchange fluorescence; Potency, µM (titrated, usually from 115 µM), without a hit: at the top dose activity change, negative = inhibition, most hits filed as inhibitors; 360,000 compounds, 0.14% hits; AID 720709;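 also: potency is read from the fitted curve at half-maximal effect; plate controls were vehicle for no effect and positive control for full effect; nearly all actives have a fitted effect of over 50% in size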
# Target sequence (O95398 whole entry, looked up): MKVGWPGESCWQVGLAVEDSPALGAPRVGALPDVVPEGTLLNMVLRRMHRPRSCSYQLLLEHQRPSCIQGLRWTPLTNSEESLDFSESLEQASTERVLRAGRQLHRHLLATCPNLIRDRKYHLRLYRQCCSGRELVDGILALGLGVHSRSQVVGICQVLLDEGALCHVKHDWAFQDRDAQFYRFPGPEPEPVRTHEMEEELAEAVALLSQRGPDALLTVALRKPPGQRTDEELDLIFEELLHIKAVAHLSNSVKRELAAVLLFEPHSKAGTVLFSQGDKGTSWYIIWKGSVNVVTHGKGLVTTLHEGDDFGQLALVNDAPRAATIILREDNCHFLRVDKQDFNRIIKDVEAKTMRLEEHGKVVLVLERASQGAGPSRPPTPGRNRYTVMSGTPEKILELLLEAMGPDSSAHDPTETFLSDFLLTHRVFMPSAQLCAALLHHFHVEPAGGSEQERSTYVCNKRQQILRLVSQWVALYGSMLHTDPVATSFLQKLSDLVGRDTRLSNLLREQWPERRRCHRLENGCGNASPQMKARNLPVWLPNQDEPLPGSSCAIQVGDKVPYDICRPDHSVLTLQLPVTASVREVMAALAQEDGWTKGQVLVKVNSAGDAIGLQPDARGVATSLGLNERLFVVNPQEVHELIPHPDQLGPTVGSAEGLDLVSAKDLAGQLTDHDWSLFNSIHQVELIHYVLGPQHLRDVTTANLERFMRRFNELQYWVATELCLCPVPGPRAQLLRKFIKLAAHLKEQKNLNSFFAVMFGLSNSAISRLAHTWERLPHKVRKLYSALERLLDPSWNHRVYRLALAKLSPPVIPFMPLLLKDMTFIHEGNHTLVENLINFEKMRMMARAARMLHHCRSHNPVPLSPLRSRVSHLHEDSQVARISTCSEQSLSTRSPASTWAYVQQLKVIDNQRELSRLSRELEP
# Abeta yeast res – restores growth of yeast expressing A-beta42 peptide; yeast expressing A-beta42, growth rescue, OD600, 48 h; response scale: 0% DMSO, 100% iron-clioquinol control; Potency, µM (top dose mostly 46.1 µM), for inactives: at the highest dose growth rescue, most hits filed as activators; 410,000 compounds, 0.063% hits; also: potency is read from the fitted curve at half-maximal effect; nearly all actives have a fitted effect of over 55% in size
#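 Yeast growth medium received pinned compounds, then yeast cells expressing toxic A-beta were added; plates incubated at 30 C for 48 hr. Growth read as absorbance at 600 nm, normalized to DMSO and equimolar FeCl3 plus clioquinol controls.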
# FUS suppressor – rescues growth of FUS-expressing yeast; S. cerevisiae FUS-expressing, growth rescue, OD600, 24 h; Potency, µM (top dose mostly 76.6 µM), for the others: top-dose growth rescue (activation), hits mostly activators; 390,000 compounds, 0.24% hits;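 also: potency is read from the fitted curve at half-maximal effect; plate controls were DMSO vehicle for no effect and reference control for full effect; nearly all actives have a fitted effect of over 55% in size; some results filed as inactive show a strong effect at the top dose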
#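 Toxicity suppression screen in FUS-yeast. Cells induced with 2% galactose, starting OD 0.005, treated 24hr at 30C with compounds at multiple final concentrations; growth by OD600.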
# PI5P4Ka inh – blocks human PI5P4K alpha kinase activity. AID 652105. P48426. PI5P4Kalpha enzyme, ADP-Glo luminescence, 60 min; hits give low values. max response, %. 330,000 compounds, 1.2% hits; active = max response of -50% or lower; inconclusive = between -30% and -50%; inactive = -30% or higher; also: value at the top dose of about 77 µM; % is scaled to controls: 0 for no effect and ±100 for the full control effect
#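 Quantitative HTS of the MLSMR library against PI5P4Kalpha with substrate. ATP added last at 5 microM final; room temperature, 60 minutes. Remaining ATP depleted, ADP converted and read as luminescence.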
# PLK1 PBD block – PLK1 (human) polo-box domain binding inhibition; Plk1 PBD binding of FITC phosphopeptide, fluorescence polarization; 360,000 compounds, 2.8% hits; AID 720504; Potency, µM, for inactives: max response, negative = inhibition, hits mostly inhibitors; also: potency is read from the fitted curve at half-maximal effect; series mostly up to about 57 µM; % is scaled to controls: 0 for no effect and ±100 for the full control effect; nearly all actives have a fitted effect of over 65% in size
# EPAC1 agonist – agonists of human EPAC1; EPAC1 agonist qHTS, biochemical assay; response scale: 100% = response to 6.5 mM cAMP; Potency, µM (top dose mostly 154 µM), without a hit: at the top dose activation, usual class: activators; 360,000 compounds, 0.073% hits; AID 720707; also: potency is read from the fitted curve at half-maximal effect; nearly all actives have a fitted effect of over 60% in size
#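 Nucleotide exchange assay: 100 nM EPAC1 with 250 nM Rap1B loaded with BODIPY-GDP and 50 uM GDP, room temperature. Fluorescence (480/540 nm) read every 5 min for 30 min; signal change normalized to 6.5 mM cAMP as full agonist.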
# WRN inhibitor – blocks human WRN helicase; Q14191; WRN helicase unwinding, fluorescent forked duplex, kinetic; Potency, µM (doses to about 114 µM), without a hit: top-dose activity change, negative = inhibition, actives largely listed as inhibitors; 360,000 compounds, 0.46% hits; AID 651768; also: potency is read from the fitted curve at half-maximal effect; % is scaled to controls: 0 for no effect and ±100 for the full control effect; nearly all actives have a fitted effect of over 55% in size
#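 WRN at 20 nM final was preincubated with compound for 15 min at room temperature; reaction started with 100 nM forked duplex oligonucleotide carrying fluorophore and quencher plus 2 mM ATP (final). Unwinding followed kinetically by red fluorescence (ex 525/em 598 nm).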
# An asterisk follows results filed as active; ? = inconclusive; · = not tested or not shown; [ ] = another dose, or the depositor's remark. Unless noted, calls follow the shape of the dose curve; as a rule, active = well fitted curve in the direction sought with a large enough effect; inconclusive = small, poorly fitted or top-dose-only effect, or another doubt; inactive = no such curve, though single readings can be large; an effect the other way counts as inactive or inconclusive. Compounds as they come. About 4.1% of those tested had a hit in this group.
[1] COC(=O)c1ccc(C2NC(C(=O)O)CS2)cc1 (configuration not stated)
[2] Cc1oc2c(c1C(=O)NCCO)CCCC2
[3] Cc1ccc(NS(=O)(=O)c2cc(C(=O)N3CCN(CCO)CC3)ccc2C)cc1
[4] N#CCC(=O)N1CCN(Cc2ccc3c(c2)OCO3)CC1
[5] CCCC(=O)Nc1ccc(-c2nc3cc(C)c(C)cc3o2)cc1
[6] CCOc1ccc(C(C)C)cc1S(=O)(=O)Nc1ccc(Cl)cn1
[7] CC(C)(C)c1nnc(NC(=O)C2CCN(C(=O)c3ccco3)CC2)s1
[8] Cc1ccc(NC(=O)CSc2nc(NS(=O)(=O)c3ccccc3)cc(=O)[nH]2)cc1
screen / no.,1,2,3,4,5,6,7,8
IL2 activator,0.1,0.1,-0.4,-0.1,4.7,-2.4,-0.6,0.8
aSyn yeast inh,9%,0%,-9%,-9%,-10%,0%,2%,11%
EPAC1 antagonist,-6%,4%,-21%,-5%,4%,-1%,-3%,?
Abeta yeast res,-3%,-7%,3%,3%,-2%,15%[9.22 µM],-4%,9%
FUS suppressor,-3%,6%,1%,-1%,28%,-36%,4%,·
PI5P4Ka inh,·,0,1,7,·,13,0,?
PLK1 PBD block,-7%,-11%,2%,-10%,-1%,-2%,-1%,-10%
EPAC1 agonist,5%,-4%,4%,5%,6%,-9%,5%,16%
WRN inhibitor,-13%,5%,1%,-3%,-8%,-17%,-2%,50µM*

[9] O=C(O)CSc1nnc(C2COc3ccccc3O2)n1-c1ccccc1 (configuration not stated)
[10] Nc1nc2ccccc2n1S(=O)(=O)c1ccccc1
[11] O=C(NCc1ccco1)c1ccccc1
[12] CC1CSc2nnc(CCc3ccccc3)n21 (configuration not stated)
[13] Cc1cccc(C)c1NC(=O)Nc1ccccc1-n1ccnc1
[14] Cc1c(C(=O)NC2CCCCC2)oc2ccccc12
[15] COc1ccccc1N1CCN(C(=O)c2ccc(CN3CCc4ccccc4C3)cc2)CC1
[16] O=C1NC(=Nc2ccc(O)cc2)S/C1=C\C=C\c1ccco1
screen / no.,9,10,11,12,13,14,15,16
IL2 activator,2.3,-0.9,1.8,-1.2,-4.0,0.7,-1.6,-0.7
aSyn yeast inh,11%,26%,-3%,-6%,-2%,-1%,-12%,-1%
EPAC1 antagonist,-8%,?,-3%,-5%,-2%,1%,10%,-17%
Abeta yeast res,16%,4%,18%,16%,7%,-6%,18%,3%
FUS suppressor,8%,-7%,-24%,-19%,1%,5%,21%,16%
PI5P4Ka inh,·,7,-4,1,3,22,·,?
PLK1 PBD block,5%,-11%,-5%,0%,-4%,-9%,-1%,?
EPAC1 agonist,0%,6%,8%,8%,7%,6%,7%,15%
WRN inhibitor,6%,-3%,-24%,-7%,-5%,-25%,3%,?

# 4 entries from above, ordered by length of the SMILES, descending:
[13] Cc1cccc(C)c1NC(=O)Nc1ccccc1-n1ccnc1
[10] Nc1nc2ccccc2n1S(=O)(=O)c1ccccc1
[12] CC1CSc2nnc(CCc3ccccc3)n21 (configuration not stated)
[11] O=C(NCc1ccco1)c1ccccc1
screen / no.,13,10,12,11
IL2 activator,-4.0,-0.9,-1.2,1.8
aSyn yeast inh,-2%,26%,-6%,-3%
EPAC1 antagonist,-2%,?,-5%,-3%
Abeta yeast res,7%,4%,16%,18%
FUS suppressor,1%,-7%,-19%,-24%
PI5P4Ka inh,3,7,1,-4
PLK1 PBD block,-4%,-11%,0%,-5%
EPAC1 agonist,7%,6%,8%,8%
WRN inhibitor,-5%,-3%,-7%,-24%

# Additional results:
[17] COc1ccc(C2/C=C\CN(C(=O)CC(C)(C)C)CC(=O)N2Cc2ccc(F)cc2)cc1 (configuration not stated)
[18] Cc1nn(CCCC(=O)Nc2c(F)cc(F)cc2Br)c(C)c1[N+](=O)[O-]
[19] CCCCC(=O)Nc1cc(N(C)C)nc2ccccc12
[20] Cc1cc(Cl)ccc1OCC(=O)NN1C(=O)C2C3C=CC(C3)C2C1=O (configuration not stated)
[21] CSc1cccc(NC(=O)/C=C/c2cccc(Cl)c2)c1
[22] Cc1ccc(-c2nc3ccccc3c(=O)n2CCN2CCOCC2)cc1
[23] COc1ccc(C(=O)NNC2CC(=O)N(Cc3ccccc3)C2=O)cc1OC (configuration not stated)
[24] c1cncc(-c2nnc(SCc3nc4ccccc4[nH]3)o2)c1
screen / no.,17,18,19,20,21,22,23,24
IL2 activator,-0.7,0.1,-0.4,1.3,-3.9,-0.7,1.4,0.9
aSyn yeast inh,0%,-1%,-6%,-1%,-19%,10%,-1%,-16%
EPAC1 antagonist,6%,-6%,-2%,-20%,-19%,-6%,-20%,5%
Abeta yeast res,-2%,4%,4%,6%,-39%[inhibitor],5%,9%,12%
FUS suppressor,16%,-8%,-32%,-5%,·,19%,·,8%
PI5P4Ka inh,1,10,0,-7,-2,1,-2,-1
PLK1 PBD block,-2%,-3%,-1%,-5%,-7%,-1%,-8%,-3%
EPAC1 agonist,-7%,14%,1%,-1%,7%,5%,-9%,-6%
WRN inhibitor,3%,-4%,11%,-19%,-3%,-9%,-9%,3%

[25] COCCNc1ccc([N+](=O)[O-])cc1C(=O)NC1CCCc2ccccc21 (configuration not stated)
[26] COc1ccc(NC(=O)C2=NNC(=O)CC2)cc1S(=O)(=O)N1CCCCC1
[27] Cc1ccc(OCc2n[nH]c(=S)n2N)cc1C
[28] O=C(CC1CCC1)NC(c1ccccc1)c1ccccc1
[29] N#CC1=C(N)Oc2nc[nH]c(=O)c2C1c1cccs1 (configuration not stated)
[30] CC(=O)Nc1ccc(OCC(O)CN2CCN(S(=O)(=O)c3ccc(NC(C)=O)cc3)CC2)cc1 (configuration not stated)
[31] COc1ccc(N=C(C)C2=C(O)COC2=O)cc1
[32] O=C1[C@H]2[C@H](C=CC[C@H]2C(=O)N2CCN(c3ccccc3)CC2)CCN1Cc1ccc(Cl)c(Cl)c1
screen / no.,25,26,27,28,29,30,31,32
IL2 activator,-0.8,-1.8,-0.7,0.5,-0.9,-0.6,1.7,-0.6
aSyn yeast inh,-8%,-4%,0%,1%,-6%,-11%,0%,?
EPAC1 antagonist,-12%,30%,-23%,?,4%,13%,11%,-10%
Abeta yeast res,-1%,-3%,-2%,23%,-5%,-10%,3%,-46%[inhibitor]
FUS suppressor,28%,17%,-5%,6%,-8%,13%,-4%,?
PI5P4Ka inh,-1,-3,0,-7,-28,·,-1,8
PLK1 PBD block,-1%,17µM*,-7%,4%,-5%,-5%,-4%,-14%
EPAC1 agonist,13%,-6%,13%,4%,3%,1%,13%,1%
WRN inhibitor,-7%[57.1 µM],-1%,-1%,2%[57.1 µM],4%[57.1 µM],-4%,4%,-8%

[33] COc1cc(C2c3[nH]c4ccccc4c3C[C@H]3C(=O)N(C4CC4)CC(=O)N23)ccc1OC(C)C (some centres not stated)
[34] CC1CCN(CCCN2C(=O)C3C(C(=O)Nc4ccc(Cl)cc4)C4C=CC3(O4)C2C(=O)NC2CCCCC2)CC1 (configuration not stated)
[35] C=CCOc1ccc(/C=C(\C#N)C(=O)Nc2ccccn2)cc1
[36] Cc1cc(C)n2nc(S(=O)(=O)NC3CCCCC3)nc2n1
[37] Cc1ccc(C)c(N2N=C(C(=O)NCCN3C(=O)S/C(=C\c4cccnc4)C3=O)CCC2=O)c1
[38] Cc1cccc(NC(=O)c2cc(-c3ccc(C)c(C)c3O)n[nH]2)c1
[39] CCOC(=O)Cn1nnnc1C(CC)N(Cc1ccccc1)Cc1cc2cc(C)ccc2[nH]c1=O (configuration not stated)
[40] Cn1cc(C(=O)C(=O)NCCc2ccccc2)c2ccccc21
screen / no.,33,34,35,36,37,38,39,40
IL2 activator,-0.2,0.1,-0.2,-3.6,1.5,-1.8,3.8,-2.9
aSyn yeast inh,6%,-8%,2%,-15%,0%,4%,4%,5%
EPAC1 antagonist,-29%,3%,-29%,-8%,-10%,7%,1%,-7%
Abeta yeast res,?,7%,·,0%,-1%,-4%,13%,9%
FUS suppressor,?,15%,-10%,-18%,33%,7%,16%,19%
PI5P4Ka inh,-7,4,0,1,-27,-4,·,6
PLK1 PBD block,-1%,-10%,-7%,-3%,-11%,3%,-4%,-10%
EPAC1 agonist,-5%,8%,10%,3%,7%,0%,3%,1%
WRN inhibitor,5%,2%,3%,1%,-1%[11.6 µM],-6%,4%,11%

[41] Cc1cc(C(=O)COC(=O)CNC(=O)c2ccc(F)cc2)c(C)n1Cc1ccco1
[42] CCOc1ccccc1N1CC(C(=O)NNC(=O)c2ccc(F)cc2)CC1=O (configuration not stated)
[43] COc1ccc2c(CC(=O)OCC(=O)Nc3ccc(S(N)(=O)=O)cc3)coc2c1
[44] Cc1ncc([N+](=O)[O-])n1CC(=O)Nc1ccc(F)c(Cl)c1
[45] CCCNC(=O)C1(C)CCCN(Cc2cccc(C#N)c2)C1 (configuration not stated)
[46] COc1cc(OC)cc(C(=O)NCc2nc(-c3ccccc3)no2)c1
[47] O=C(COC(=O)c1ccc(Cl)c(S(=O)(=O)N2CCN(c3ccc(F)cc3)CC2)c1)Nc1cccc(Cl)c1
[48] CCN(CC)CCNc1nc(-c2ccco2)c2c(c1C#N)CC(C)(C)OC2
[49] C=CCn1c(=N)n(CC(=O)c2ccc(Br)s2)c2ccccc21
screen / no.,41,42,43,44,45,46,47,48,49
IL2 activator,-0.9,0.1,-0.8,0.7,0.3,-2.1,0.6,-1.4,-3.5
aSyn yeast inh,9%,6%,-3%,2%,-13%,9%,8%,4%,1%
EPAC1 antagonist,23%,-18%,-3%,9%,-1%,-2%,1%,0%,0%
Abeta yeast res,9%,-3%,1%,1%,-7%,8%,-12%,-9%,5%
FUS suppressor,35%,20%,20%,-10%,-26%,29%,21%,10%,23%
PI5P4Ka inh,-27,9,5,5,4,·,4,-4,7
PLK1 PBD block,1%,-7%,-13%,-8%,0%,-6%,3%,-5%,-5%
EPAC1 agonist,13%,-1%,7%,-4%,-4%,10%,-3%,-6%,5%
WRN inhibitor,-14%[57.1 µM],0%,-2%,19%,3%,-13%,-9%,3%,4%
